FBPA coupling cs = coupling enzyme interference in Giardia aldolase counter-screen; coupling enzyme system counterscreen, AmpLite Red fluorescence; activity change, negative = inhibition, % at 58.2 µM, hits read low; 290,000 tested, 0.67% active; AID 2472; in the data active = activity change below about -30%
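Coupling enzymes only (glyceraldehyde-3-phosphate) + compound, at 57.5 uM final, 10 min RT; add substrate/coupling/AmpLite Red mix, 20 min RT; fluorescence ex 525/em 598 nm. Actives flag coupling-system interference.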
Eya2 inh = Eya2 (human) phosphatase inhibition | recombinant Eya2, OMFP fluorescence dephosphorylation (OMFP is methylfluorescein phosphate) | Potency, µM (titrated, usually from 76.9 µM), without a hit: at the highest dose activity, negative = inhibition, most hits filed as inhibitors | 330,000 tested, 0.006% active | O00167; note: potency is the fitted concentration of half-maximal effect
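Eya2 (0.2 uM) preincubated 10 min at ambient with compound, then OMFP substrate added at 50 uM; 10 min reaction in 50 mM HEPES pH 7.5, 50 mM NaCl, 5 uM MgCl2, 0.05% BSA, 1 mM DTT. Fluorescence read at Ex 485/Em 525 nm.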
KCNH2 3.1 block = inhibitors of human KCNH2 3.1 potassium channel isoform | U2OS KCNH2 3.1, thallium flux FluxOr; active compounds read low | activity change, % (tested at about 1.8 µM) | 340,000 tested, 0.95% active | AID 720553;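 active = maximum activity change below -70%; inconclusive = maximum activity change from -70% to -50%; inactive = maximum activity change above -50%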;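 note: thallium influx rate constant from kinetic fluorescence after stimulation buffer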
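Thallium flux via FluxOr fluorescence (Red40 quencher, 45 min loading) in U2OS cells virally expressing the KCNH2 3.1 isoform (1.77 x 10^8 /mL virus, overnight at 37 C). Rate constants from 2-min kinetic reads post-stimulation, normalised to positive and negative controls.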
GALK inh = inhibitors of human galactokinase | 270,000 tested, 0.007% active | P51570 | Purified GALK, Kinase-Glo residual ATP luminescence | AID 1868 | Potency, µM (doses to about 57.5 µM), for inactives: at the top dose activity change, negative = inhibition, hits mostly inhibitors; note: potency is the fitted concentration of half-maximal effect
Target sequence (P51570 whole entry, looked up): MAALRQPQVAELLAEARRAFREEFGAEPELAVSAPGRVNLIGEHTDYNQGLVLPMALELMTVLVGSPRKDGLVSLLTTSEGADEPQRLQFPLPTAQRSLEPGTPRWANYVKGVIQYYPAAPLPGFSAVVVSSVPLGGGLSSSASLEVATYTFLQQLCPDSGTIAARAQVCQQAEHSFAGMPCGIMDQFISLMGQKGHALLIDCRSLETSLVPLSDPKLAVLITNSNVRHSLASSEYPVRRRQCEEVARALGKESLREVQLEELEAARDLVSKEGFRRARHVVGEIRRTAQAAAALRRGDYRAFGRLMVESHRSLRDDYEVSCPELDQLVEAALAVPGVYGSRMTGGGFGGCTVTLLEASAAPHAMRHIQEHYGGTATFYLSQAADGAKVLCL
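Compounds were pin-transferred into ATP buffer (35 uM final), then GALK plus galactose (5 nM, 100 uM final) was added. After 1 h at room temperature, Kinase-Glo Plus was added and luminescence read after 10 min.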
hERG WT inh = blocks the wildtype human KCNH2 potassium channel; U2OS, BacMam KCNH2, thallium flux FluxOr; active compounds read low; activity change, % at 1.84 µM; 340,000 tested, 0.37% active;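 active = maximum activity change below -70%; inconclusive = maximum activity change between -70% and -50%; inactive = maximum activity change above -50%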
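U2OS cells transduced with wild-type KCNH2 virus are loaded with FluxOr dye for 45 min, and thallium flux is measured in kinetic reads before and after stimulation buffer. Rate constants are normalized to DMSO controls.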
USP2a block = inhibitors of human ubiquitin-specific protease USP2a; O75604; Potency, µM (titrated, usually from 38.3 µM), inactives show at the highest dose activity change, negative = inhibition, most hits filed as inhibitors; 330,000 tested, 0.01% active; USP2 core, Ub-CHOP2 coupled fluorogenic reporter, 485/531;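 note: potency is the fitted concentration of half-maximal effect; plate controls were DMSO wells for no effect and full inhibition by NEM control for full effect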
Target sequence (O75604 whole entry, looked up): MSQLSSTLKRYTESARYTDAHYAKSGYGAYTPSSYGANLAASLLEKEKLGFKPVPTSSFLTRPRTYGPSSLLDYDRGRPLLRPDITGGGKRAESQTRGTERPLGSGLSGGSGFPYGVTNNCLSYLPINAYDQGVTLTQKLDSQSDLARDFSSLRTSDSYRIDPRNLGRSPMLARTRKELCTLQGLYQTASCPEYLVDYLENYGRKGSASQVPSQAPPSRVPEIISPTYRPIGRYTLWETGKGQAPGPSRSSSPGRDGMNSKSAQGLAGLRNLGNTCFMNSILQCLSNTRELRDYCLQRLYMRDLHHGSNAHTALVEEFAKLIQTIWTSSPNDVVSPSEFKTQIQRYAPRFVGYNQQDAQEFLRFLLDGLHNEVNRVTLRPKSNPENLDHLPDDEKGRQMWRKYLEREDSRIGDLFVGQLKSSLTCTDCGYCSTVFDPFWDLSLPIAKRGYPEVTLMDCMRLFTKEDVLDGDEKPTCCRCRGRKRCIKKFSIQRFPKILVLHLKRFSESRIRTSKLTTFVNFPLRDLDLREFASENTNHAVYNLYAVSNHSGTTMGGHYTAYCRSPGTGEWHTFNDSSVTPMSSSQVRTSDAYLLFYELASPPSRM
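USP2 core (10nM final) preincubated 30min RT with compound in 20mM Tris-HCl pH 8.0, 2mM CaCl2, 2mM beta-mercaptoethanol, 0.05% CHAPS; 25nM Ub-CHOP2 plus 25nM reporter substrate added, fluorescence (Ex485/Em531) read after 60min.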
B2AR arrestin = agonists driving beta-arrestin recruitment to human beta2-adrenergic receptor; P07550; beta-arrestin recruitment to beta2AR, cell-based reporter; Potency, µM (top dose mostly 46.1 µM), without a hit: at the highest dose activation, usual class: activators; 330,000 tested, 0.02% active;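 note: potency is the fitted concentration of half-maximal effect; 0% = DMSO controls and full agonism = EC100 isoproterenol or metaproterenol; nearly all actives have a fitted effect of over 65% in size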
Chronic BCR inh = inhibitors of chronic active B-cell receptor signaling; ABC-DLBCL IkBa-CBG/CBR reporter, luminescence ratio, 4 h; Potency, µM (doses to about 46.1 µM), for inactives: top-dose ratio change, negative = lower green/red ratio, actives largely listed as inhibitors; 340,000 tested, 0.05% active; active = well fitted inhibition curve with a large enough effect in the signal ratio, with a control signal flat, not every such curve was filed as active; inconclusive = small, poorly fitted or top-dose-only effect, or effect the other way, or a change in a side signal; the % refers to the signal ratio;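 note: potency is the fitted concentration of half-maximal effect; plate controls were basal doxycycline-induced cells for no effect and cells given 10 µM MG132 for full effect; MG132 reads +100%, hits lower the ratio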
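TMD8 ABC-DLBCL cells carrying doxycycline-inducible green luciferase fused to IkappaBalpha plus unfused red luciferase were exposed to compounds (up to 46 uM) for 4 hrs at 37C. Activity came from the overlap-corrected green/red luminescence ratio.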
uPA generation = inhibitors of cell surface uPA generation. cell surface uPA generation assay, qHTS. Potency, µM (titrated, usually from 38.3 µM), inactives show top-dose activity change, negative = inhibition, most hits filed as inhibitors. 330,000 tested, 0.31% active. AID 540303; active = well fitted inhibition curve with a large enough effect; inconclusive = small, poorly fitted or top-dose-only effect; inactive = no such curve, though single readings can be large or run the other way; tested in mouse RAW 264.7 cells; note: potency is the fitted concentration of half-maximal effect; nearly all actives have a fitted effect of over 55% in size
PKM2 act = activators of human pyruvate kinase M2; purified PKM2, Kinase-Glo ATP luminescence, activation; response scale: 0% is enzyme alone, no compound; Potency, µM (doses to about 57.5 µM), for inactives: at the top dose activation, most hits filed as activators; AID 1631; P14618; 260,000 tested, 0.34% active; note: potency is the fitted concentration of half-maximal effect; nearly all actives have a fitted effect of over 55% in size
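hPK-M2, >95% pure; 0.1 mM ADP / 0.5 mM PEP final; imidazole pH7.2 buffer w/ 7 mM MgCl2, 50 mM KCl; 1 h RT; Kinase-Glo lum. Intermediate enzyme activity for dual inhibitor/activator qHTS.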
Giardia kill = Giardia lamblia killing; Giardia lamblia trophozoite viability; activity change, % at 7.66 µM, hits read low; 340,000 tested, 0.15% active; in the data active = activity change below about -80%; inconclusive = between about -30% and that limit;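 note: parasites exposed to compound for two days anaerobically before the ATP read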
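Each well holds 100 Giardia trophozoites and compound. After two days (48 hrs) at 37 deg C in anaerobic conditions, ATP is quantified by luminescence.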
Active calls of the source: *; ? = inconclusive; . = not tested or not shown; [ ] = another dose, or the depositor's remark. Unless noted, calls come from the whole dose curve; as a rule, active = well fitted curve in the direction sought with a large enough effect; inconclusive = small, poorly fitted or top-dose-only effect, or another doubt; inactive = no such curve, though single readings can be large; an effect the other way counts as inactive or inconclusive. Unless noted, % is set by controls: 0 for no effect and ±100 for the full control effect. Compounds were not picked by outcome; about 2.4% have a hit in one of these screens.

1. Cc1ccc(-c2cc(C(=O)N/N=C/c3c[nH]c4ccccc34)n[nH]2)o1
2. CC(C)CN1C(=O)NC(NC(=O)c2cccnc2)(C(F)(F)F)C1=O (stereo unspecified)
3. Cc1c(NC(=O)c2cccc(NC(=O)COc3ccccc3)c2)c(=O)n(-c2ccccc2)n1C
4. CCOC(=O)CSc1nc2ccccc2c(=O)n1CC1CCCO1 (stereo unspecified)
5. CCOC(=O)Cc1nnc(NCc2ccccc2)c2ccccc12
6. O=C1Nc2ccccc2N(O)N1c1ccc(S(=O)(=O)N2CCOCC2)cc1
7. C=CCn1c(SCc2c(C(=O)OC)sc(N)c2C(=O)OC)nnc1-c1ccc(Cl)cc1
8. c1ccc2oc(-c3ccc(Nc4nc(N5CCCC5)nc(N5CCOCC5)n4)cc3)nc2c1
assay / entry | 1 | 2 | 3 | 4 | 5 | 6 | 7 | 8
PKM2 act | -7% | -2% | . | 2% | . | -6% | -9% | -6%
uPA generation | ? | . | -5% | -8% | 7% | 3% | 4% | .
FBPA coupling cs | -2 | 0 | . | 2 | 1 | -1 | 2 | -3
USP2a block | 3% | 0% | 6% | -1% | 0% | 4% | -3% | 0%
Giardia kill | 3 | -8 | -19 | 1 | 15 | 10 | -22 | .
B2AR arrestin | -1.0% | -0.2% | -2.7% | 0.5% | 10% | -1.2% | 0.7% | 0.7%
KCNH2 3.1 block | 18 | 2 | 0 | -17 | -25 | 2 | -5 | .
Chronic BCR inh | ? | -1% | 0% | 2% | ? | -1% | ? | 11%
Eya2 inh | -1% | 22% | 8% | -7% | -10% | 4% | -8% | -2%
GALK inh | -1% | 0% | . | 1% | 4% | 2% | 0% | 1%
hERG WT inh | . | -4 | -1 | -3 | -8 | 4 | -8 | .

9. Cc1ccc(CSCC(=O)N(CCC(C)C)c2c(N)n(Cc3ccccc3)c(=O)[nH]c2=O)cc1
10. CC1CCN(C2(O)C(=O)Nc3ccc([N+](=O)[O-])cc32)CC1 (stereo unspecified)
11. CN1CC(=O)N(CC(=O)Nc2ccc(N(C)C)cc2)c2ccccc2C1=O
12. CC(=O)Nc1ccc(S(=O)(=O)NC(C(=O)O)C(C)O)cc1 (stereo unspecified)
13. COc1ccc(N(CC(=O)NCCSCc2ccco2)S(=O)(=O)c2ccc(C)cc2)cc1
14. CCOc1cc(C(=O)NC(=S)Nc2nc(C)cc(C)n2)cc(OCC)c1OCC
15. CC(C)C(=O)OC1CCS(=O)(=O)c2sccc21 (stereo unspecified)
16. CCOC(=O)C1CCCN(C(=O)c2cc3c(-c4cccc(OC)c4)nn(C)c3s2)C1 (stereo unspecified)
assay / entry | 9 | 10 | 11 | 12 | 13 | 14 | 15 | 16
PKM2 act | . | -6% | ? | -6% | 2% | . | -5% | 6%
uPA generation | -7% | -5% | 1% | 2% | -2% | -13% | 0% | -6%
FBPA coupling cs | . | -1 | -42* | 3 | -2 | 2 | -5 | 1
USP2a block | 0% | 2% | . | 3% | -6% | -1% | 4% | 2%
Giardia kill | -5 | -17 | 6 | -4 | -19 | 0 | -18 | -13
B2AR arrestin | -0.7% | -0.6% | . | 0.0% | -0.4% | -0.9% | -0.2% | 0.5%
KCNH2 3.1 block | -10 | 1 | 6 | -2 | -41 | -4 | 1 | 24
Chronic BCR inh | 5% | -7% | . | 2% | ? | 4% | -7% | 3%
Eya2 inh | -22% | -5% | . | 0% | -13% | 1% | -1% | -22%
GALK inh | . | -1% | 2% | -1% | 5% | . | 0% | 1%
hERG WT inh | 1 | 2 | 1 | 16 | -2 | -2 | 2 | -5

17. O=C(N=C1SC2CS(=O)(=O)CC2N1c1ccc(F)c(Cl)c1)C1CC1 (stereo unspecified)
18. CC(C)C(C)NC(=O)CSc1ccc(S(=O)(=O)N2CCOCC2)cn1 (stereo unspecified)
19. O=C(CCCNC(=O)/C(=C\c1ccc(F)cc1)NC(=O)c1ccccc1)OCc1ccccc1
20. CC(Oc1ccccc1F)C(=O)NNC(=O)CC(C)c1ccccc1 (stereo unspecified)
21. O=c1cc(CN2CCN(c3ccccc3F)CC2)c2cc(O)c(-c3ccccc3)cc2o1
22. Cc1cc(C)n(CCN(C)C(=O)CCc2nnc(-c3ccc4c(c3)OCO4)o2)n1
23. CC(=O)NC(=S)Nc1ccc(NC(=O)COc2ccc(Cl)cc2)cc1
24. O=C(CCCCn1c(=O)c2ccccc2n(CC(=O)NC2CCCC2)c1=O)NCc1ccco1
assay / entry | 17 | 18 | 19 | 20 | 21 | 22 | 23 | 24
PKM2 act | . | . | -1% | . | -4% | 2% | 1% | 8%
uPA generation | 8% | -24% | 4% | -2% | -2% | 0% | -5% | 1%
FBPA coupling cs | . | . | 2 | . | 4 | 5 | 4 | 3
USP2a block | 4% | 5% | 0% | 4% | 4% | 2% | 3% | 1%
Giardia kill | 27 | -4 | -1 | 1 | -6 | -17 | -14 | 3
B2AR arrestin | 0.4% | -3.9% | -1.0% | 0.3% | -1.8% | -0.4% | -0.2% | -1.0%
KCNH2 3.1 block | 9 | 13 | -41 | -4 | -4 | 10 | 7 | -11
Chronic BCR inh | ? | 2% | 8% | -2% | 2% | 1% | ? | 9%
Eya2 inh | -1% | 8% | -16% | 0% | 9% | -3% | -4% | -25%
GALK inh | 8% | . | 3% | . | . | 4% | -2% | -2%
hERG WT inh | -8 | 3 | -20 | 6 | -6 | -1 | 14 | -14

Looked up by structure from the list above:
14. CCOc1cc(C(=O)NC(=S)Nc2nc(C)cc(C)n2)cc(OCC)c1OCC
19. O=C(CCCNC(=O)/C(=C\c1ccc(F)cc1)NC(=O)c1ccccc1)OCc1ccccc1
assay / entry | 14 | 19
PKM2 act | . | -1%
uPA generation | -13% | 4%
FBPA coupling cs | 2 | 2
USP2a block | -1% | 0%
Giardia kill | 0 | -1
B2AR arrestin | -0.9% | -1.0%
KCNH2 3.1 block | -4 | -41
Chronic BCR inh | 4% | 8%
Eya2 inh | 1% | -16%
GALK inh | . | 3%
hERG WT inh | -2 | -20

Additional entries follow.
25. CCc1ccc(C(=O)NC(C(=O)NCC2CCCO2)C(C)C)cc1 (stereo unspecified)
26. Cc1ccc(C(=O)Nc2ncccc2C)cc1S(=O)(=O)N1CCOCC1
27. COc1ccc(NC(=O)CN(C)C(=O)CCNS(=O)(=O)c2ccc(Br)cc2)cc1
28. CC(/C=N/NC(=O)c1cc(C(C)C)[nH]n1)=C\c1ccccc1
29. COCCNC(=O)C(=O)NNS(=O)(=O)c1ccc2ccccc2c1
30. CCN1CCN(CC(=O)Nc2c(OC)cccc2OC)CC1
31. Cc1ccc(Cl)cc1NS(=O)(=O)Cc1ccccc1
32. COc1cnc(-c2ccccn2)nc1Sc1ccc(Cl)cc1
assay / entry | 25 | 26 | 27 | 28 | 29 | 30 | 31 | 32
PKM2 act | -21% | . | -10% | -3% | 3% | . | 0% | -3%
uPA generation | 2% | -2% | 1% | ? | 0% | 9% | -1% | 2%
FBPA coupling cs | 1 | . | . | 0 | 3 | 0 | 1 | 3
USP2a block | 1% | 1% | 0% | 0% | -2% | -1% | 4% | -1%
Giardia kill | 3 | -10 | 9 | -18 | -4 | -4 | 9 | 5
B2AR arrestin | 0.2% | -0.1% | -0.2% | 0.0% | 3.6% | 0.6% | -0.8% | -0.6%
KCNH2 3.1 block | 35 | 11 | . | -15 | 12 | -2 | 3 | -10
Chronic BCR inh | 3% | 0% | -3% | 7% | -18% | -1% | 10% | 3%
Eya2 inh | -2% | -22% | 13% | 0% | -2% | 3% | -3% | -15%
GALK inh | 2% | . | 2% | -5% | 8% | -3% | -1% | -1%
hERG WT inh | 1 | -43 | -8 | -3 | -2 | -6 | -5 | -5

33. Cc1cc(C)nc(/N=C(/NC(=O)c2ccccc2)Nc2ccccc2)n1
34. O=C(COC(=O)c1cc([N+](=O)[O-])ccc1NCCO)c1ccccc1
35. CCCn1c(=N)n(CC(O)COc2ccc(C)cc2)c2ccccc21 (stereo unspecified)
36. COc1cc(OC)c(C(=O)Nc2cccnc2)cc1OC
37. COc1ccc(/C(N)=N/OC(=O)c2ccc(C)c([N+](=O)[O-])c2)cc1
assay / entry | 33 | 34 | 35 | 36 | 37
PKM2 act | -5% | -15% | -5% | 0%[11.5 µM] | 2%
uPA generation | 2% | 5% | -9% | 0% | 0%
FBPA coupling cs | 2 | 1 | 0 | 0 | 1
USP2a block | 2% | -2% | 2% | -1% | 0%
Giardia kill | 15 | -7 | -18 | 3 | -15
B2AR arrestin | 0.1% | 0.1% | 0.2% | -0.3% | -0.5%
KCNH2 3.1 block | 3 | 8 | ? | 2 | 5
Chronic BCR inh | -3% | ? | -2% | 0% | 2%
Eya2 inh | -1% | -2% | -17% | 6% | -2%
GALK inh | -1% | -2% | -2% | 6% | 0%
hERG WT inh | 4 | 3 | 31 | -2 | -2

Screens from PubChem.
